PREPL inhibitor: inhibits the human prolyl oligopeptidase-like enzyme. recombinant PREPL, fluorescence polarization activity-based probe. inhibition, % at 5.96 µM. actives 0.68% (n = 320,000); in the data active = inhibition above about 43%;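 also: 0% = enzyme with DMSO and 100% = wells lacking enzyme; many of its hits are not listed in these tables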
PAFAH1B3 FP inh: PAFAH1B3 (human) inhibition; AID 492972; actives 0.28% (n = 340,000); recombinant PAFAH1B3, FP-rhodamine probe, fluorescence polarization; Q15102; inhibition, % at 3.39 µM;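 active = inhibition above the screen-wide average of all tested compounds plus 3 SD, cut at about 25% in these data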;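 also: 0% = enzyme with DMSO only and 100% = wells lacking PAFAH1B3 protein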
ZTA DNA inh: blocks Epstein-Barr virus ZTA, an EBNA-1 counter-screen; P03206; ZTA-DNA binding, fluorescence polarization; inhibition, % at 11 µM; actives 0.15% (n = 320,000); AID 2234; in the data active = inhibition above about 33%
Target sequence (P03206 whole entry, looked up): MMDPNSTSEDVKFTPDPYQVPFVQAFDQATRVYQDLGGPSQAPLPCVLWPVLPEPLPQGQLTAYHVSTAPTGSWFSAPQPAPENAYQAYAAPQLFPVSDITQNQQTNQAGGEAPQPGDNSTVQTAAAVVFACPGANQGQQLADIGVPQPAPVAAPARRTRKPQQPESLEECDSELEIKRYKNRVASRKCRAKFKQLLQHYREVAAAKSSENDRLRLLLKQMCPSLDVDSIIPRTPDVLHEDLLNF
PAFAH2 inh: inhibitors of human PAFAH2 | Q99487 | recombinant PAFAH2, FP-rhodamine activity probe, fluorescence polarization | inhibition, % at 3.39 µM | actives 0.99% (n = 340,000);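 active = inhibition above the mean over all tested compounds plus 3 SD, cut at about 30% in these data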;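 also: inhibitors block probe labeling of enzyme so polarization drops; 0% = enzyme with DMSO and 100% = wells lacking PAFAH2 protein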
LYPLA1 counter: counter-screen for PME1 inhibitors: inhibitors of human LYPLA1. O75608. recombinant LYPLA1, FP-Rh probe fluorescence polarization. inhibition, % at 5.9 µM. actives 0.16% (n = 320,000);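 active = inhibition above the mean of all tested compounds plus 3 SD, set per campaign, cut at about 14% in these data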;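 also: inhibitors block serine hydrolase probe labeling of LYPLA1 so polarization falls; 0% = enzyme with DMSO and 100% = wells lacking LYPLA1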
Target sequence (O75608 whole entry, looked up): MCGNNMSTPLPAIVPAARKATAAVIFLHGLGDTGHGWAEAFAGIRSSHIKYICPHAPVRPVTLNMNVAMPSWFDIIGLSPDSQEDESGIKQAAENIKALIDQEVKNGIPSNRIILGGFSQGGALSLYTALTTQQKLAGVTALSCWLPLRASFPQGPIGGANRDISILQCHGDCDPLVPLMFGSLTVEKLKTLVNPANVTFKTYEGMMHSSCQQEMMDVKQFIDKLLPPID
EBNA-1 inh: blocks EBNA-1 binding to DNA; EBNA-1 DNA binding, fluorescence polarization; inhibition, % at 14.8 µM; actives 0.34% (n = 300,000); in the data active = inhibition above about 28%
LYPLA2 inh: LYPLA2 (human) inhibition in PME1 counter-screen | O95372 | recombinant LYPLA2, FP-Rh probe fluorescence polarization | actives 0.38% (n = 320,000) | inhibition, % at 5.9 µM | AID 2177;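 active = inhibition above the screen-wide mean plus 3 SD, limit set per campaign, cut at about 26% in these data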;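 also: 0% = LYPLA2 with DMSO and 100% = wells lacking LYPLA2 enzyme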
PAFAH1B2 FP inh: blocks human PAF acetylhydrolase 1b catalytic subunit 2. P68402. recombinant PAFAH1B2, FP-rhodamine activity probe, fluorescence polarization. inhibition, % at 3.39 µM. actives 1.2% (n = 340,000). AID 492953;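 active = inhibition above the mean of all tested compounds plus 3 SD, cut at about 24% in these data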;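 also: 0% = enzyme with DMSO and 100% = wells lacking PAFAH1B2; many of its hits are not listed in these tables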
pPAFAH FP inh: inhibitors of human plasma PAF acetylhydrolase (pPAFAH) | Q13093 | recombinant pPAFAH, FP-rhodamine probe fluorescence polarization | actives 1.5% (n = 330,000) | inhibition, % at 3.39 µM | AID 463082;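 active = inhibition above the mean inhibition across the screen plus 3 SD, cut at about 25% in these data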;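 also: inhibitors block binding of the rhodamine activity-based probe so polarization drops; 0% = enzyme with DMSO and 100% = wells lacking pPAFAH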
Target sequence (Q13093 whole entry, looked up): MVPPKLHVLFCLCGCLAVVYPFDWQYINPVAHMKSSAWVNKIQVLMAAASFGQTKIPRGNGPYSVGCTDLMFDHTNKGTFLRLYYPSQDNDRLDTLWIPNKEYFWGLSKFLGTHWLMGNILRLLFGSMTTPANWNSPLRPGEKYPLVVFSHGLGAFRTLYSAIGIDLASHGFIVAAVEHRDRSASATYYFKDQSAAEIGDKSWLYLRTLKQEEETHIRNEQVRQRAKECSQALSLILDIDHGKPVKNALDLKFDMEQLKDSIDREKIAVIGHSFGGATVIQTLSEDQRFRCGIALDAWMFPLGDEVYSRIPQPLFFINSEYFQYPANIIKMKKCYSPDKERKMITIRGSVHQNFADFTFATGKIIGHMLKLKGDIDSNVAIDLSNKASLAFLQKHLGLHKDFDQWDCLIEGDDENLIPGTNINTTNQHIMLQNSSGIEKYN
The depositor's hits bear a star. Not all compounds are listed; count on the stated rates, not on these rows.

Sample of the layout:
`O=C(c1ccc(-c2ccccc2)c(F)c1)C1CCCN(C(=O)c2cncs2)C1` (centres undefined) gave PREPL inhibitor 11, PAFAH1B3 FP inh 7, ZTA DNA inh -9, PAFAH2 inh 4, LYPLA1 counter 32*, EBNA-1 inh -9, LYPLA2 inh 22, PAFAH1B2 FP inh 3 and pPAFAH FP inh 10.
For CCCCn1c(N)c(N(CC(C)C)C(=O)c2cccc(OCc3ccccc3)c2)c(=O)[nH]c1=O the results were PREPL inhibitor 1, PAFAH1B3 FP inh 3, ZTA DNA inh 10, PAFAH2 inh -1, LYPLA1 counter 2, EBNA-1 inh 7, LYPLA2 inh 1, PAFAH1B2 FP inh 3 and pPAFAH FP inh 1.

All compounds of this part, from the first entry:
`O=C(c1ccc(-c2ccccc2)c(F)c1)C1CCCN(C(=O)c2cncs2)C1` (centres undefined) gave PREPL inhibitor 11, PAFAH1B3 FP inh 7, ZTA DNA inh -9, PAFAH2 inh 4, LYPLA1 counter 32*, EBNA-1 inh -9, LYPLA2 inh 22, PAFAH1B2 FP inh 3 and pPAFAH FP inh 10.
For CCCCn1c(N)c(N(CC(C)C)C(=O)c2cccc(OCc3ccccc3)c2)c(=O)[nH]c1=O the results were PREPL inhibitor 1, PAFAH1B3 FP inh 3, ZTA DNA inh 10, PAFAH2 inh -1, LYPLA1 counter 2, EBNA-1 inh 7, LYPLA2 inh 1, PAFAH1B2 FP inh 3 and pPAFAH FP inh 1.
For O=C(CCc1nnc(CCCc2ccccc2)o1)N1CCCCCC1 the results were PREPL inhibitor 7, PAFAH1B3 FP inh 8, ZTA DNA inh -8, PAFAH2 inh 3, LYPLA1 counter 0, EBNA-1 inh -6, LYPLA2 inh -2, PAFAH1B2 FP inh 10 and pPAFAH FP inh 3.
Screening CSC1=NCCN1CCOc1ccccc1 returned PREPL inhibitor 0, ZTA DNA inh -11, LYPLA1 counter -1, EBNA-1 inh 4, LYPLA2 inh 4 and pPAFAH FP inh -1.
For O=C(NCCc1ccccc1)C1CCC(CNS(=O)(=O)c2cccc3cccnc23)CC1 (centres undefined) the results were PREPL inhibitor 2, PAFAH1B3 FP inh 9, ZTA DNA inh -11, PAFAH2 inh 2, LYPLA1 counter 5, EBNA-1 inh 7, LYPLA2 inh 25, PAFAH1B2 FP inh 4 and pPAFAH FP inh 3.
Screening CCCC(=O)Nc1ccc(C(=O)NCc2ccccc2Cl)cc1 returned PREPL inhibitor -7, PAFAH1B3 FP inh -2, ZTA DNA inh -7, PAFAH2 inh -2, LYPLA1 counter -3, EBNA-1 inh -12, LYPLA2 inh -5, PAFAH1B2 FP inh -1 and pPAFAH FP inh 4.
CC(=O)Nc1ccc(-c2csc(Nc3cc(C)ccn3)n2)cc1 was read as PREPL inhibitor 6, PAFAH1B3 FP inh 12, ZTA DNA inh 8, PAFAH2 inh 4, LYPLA1 counter 7, EBNA-1 inh -13, LYPLA2 inh 4, PAFAH1B2 FP inh 0 and pPAFAH FP inh 15.
Screening CC(NC(=O)c1ccncc1)C(c1cccs1)N1CCOCC1 (centres undefined) returned PREPL inhibitor -7, PAFAH1B3 FP inh 1, ZTA DNA inh -7, PAFAH2 inh -6, LYPLA1 counter 2, EBNA-1 inh 4, LYPLA2 inh 2, PAFAH1B2 FP inh -4 and pPAFAH FP inh 1.
CC(=O)N1N=C(c2ccco2)CC1c1cc2cc(C)ccc2nc1Cl (centres undefined) was read as PREPL inhibitor -1, ZTA DNA inh 10, LYPLA1 counter 0, EBNA-1 inh 1, LYPLA2 inh -5 and pPAFAH FP inh 10.
`COc1cccc(CNC(=S)Nc2cc(C)ccc2C)c1` gave PREPL inhibitor -9, PAFAH1B3 FP inh -5, ZTA DNA inh 11, PAFAH2 inh 7, LYPLA1 counter -3, EBNA-1 inh 8, LYPLA2 inh -4, PAFAH1B2 FP inh -3 and pPAFAH FP inh 3.
`Cc1ccc(S(=O)(=O)N(C)CC(=O)N/N=C/c2ccc(C)o2)cc1` gave PREPL inhibitor 14, PAFAH1B3 FP inh 5, ZTA DNA inh -2, PAFAH2 inh -7, LYPLA1 counter 4, EBNA-1 inh 3, LYPLA2 inh 5, PAFAH1B2 FP inh 0 and pPAFAH FP inh 1.
For CCCc1cc(=O)[nH]c(SCC)n1 the results were PREPL inhibitor 13, PAFAH1B3 FP inh 7, ZTA DNA inh -23, PAFAH2 inh -5, LYPLA1 counter 4, EBNA-1 inh 7, LYPLA2 inh 8, PAFAH1B2 FP inh 8 and pPAFAH FP inh 1.
`Nc1c(C(=O)OCC(=O)NCc2ccccc2)[nH]c(=O)[nH]c1=O` gave PREPL inhibitor 3, PAFAH1B3 FP inh -1, ZTA DNA inh 1, PAFAH2 inh -7, LYPLA1 counter 5, EBNA-1 inh -2, LYPLA2 inh -3, PAFAH1B2 FP inh 2 and pPAFAH FP inh 0.
`COCCN(C(=O)c1cc2c(s1)CCCCC2)c1c(N)n(Cc2ccccc2)c(=O)[nH]c1=O` gave PREPL inhibitor -4, PAFAH1B3 FP inh 6, ZTA DNA inh 0, PAFAH2 inh 6, LYPLA1 counter -1, EBNA-1 inh 9, LYPLA2 inh -1, PAFAH1B2 FP inh 6 and pPAFAH FP inh 13.
For COC(=O)[C@@]12CCCCN1[C@H](c1ccc(-c3ccccc3)c(OC)c1)[C@H]1C(=O)N(C)C(=O)[C@H]12 the results were PREPL inhibitor 6, PAFAH1B3 FP inh 9, PAFAH2 inh -1, PAFAH1B2 FP inh 1 and pPAFAH FP inh 0.
O=C(CNC(=O)c1ccc(Br)o1)NC1CCCCCC1 was read as PREPL inhibitor 4, PAFAH1B3 FP inh 11, ZTA DNA inh -9, PAFAH2 inh 4, LYPLA1 counter 1, EBNA-1 inh 0, LYPLA2 inh 5, PAFAH1B2 FP inh 3 and pPAFAH FP inh 4.
COc1ccc(C(CNC(=O)COc2ccc(-c3ccccc3)cc2)N2CCOCC2)cc1 (centres undefined) was read as PREPL inhibitor 20, PAFAH1B3 FP inh 3, ZTA DNA inh -1, PAFAH2 inh -2, LYPLA1 counter 45*, EBNA-1 inh -1, LYPLA2 inh 44*, PAFAH1B2 FP inh 5 and pPAFAH FP inh 3.
`Cc1ccc(C(=O)NCC(=O)NCC(c2cccs2)N(C)C)cc1C` (centres undefined) gave PREPL inhibitor 8, PAFAH1B3 FP inh 1, PAFAH2 inh 9, PAFAH1B2 FP inh 5 and pPAFAH FP inh 0.
Screening Cn1ncc2cc(NC(=S)NC(=O)c3ccccc3)ccc21 returned PREPL inhibitor 7, PAFAH1B3 FP inh 5, ZTA DNA inh -8, PAFAH2 inh -3, LYPLA1 counter 2, EBNA-1 inh 2, LYPLA2 inh 12, PAFAH1B2 FP inh 2 and pPAFAH FP inh 2.
`Cc1nnc(SCC(=O)N2CCCCCC2)n(N)c1=O` gave PREPL inhibitor 2, PAFAH1B3 FP inh 0, ZTA DNA inh -2, PAFAH2 inh -2, LYPLA1 counter -6, EBNA-1 inh -2, LYPLA2 inh 2, PAFAH1B2 FP inh 0 and pPAFAH FP inh -4.
For COc1cc(C2C(C(=O)c3ccco3)=C(O)C(=O)N2c2cc(C)on2)ccc1OCc1ccccc1 (centres undefined) the results were PREPL inhibitor 6, ZTA DNA inh 5, LYPLA1 counter -1, EBNA-1 inh -1, LYPLA2 inh 7 and pPAFAH FP inh 5.
Screening S=c1[nH]c2ccc(Cl)cc2[nH]1 returned PREPL inhibitor 1, PAFAH1B3 FP inh 8, ZTA DNA inh -2, PAFAH2 inh 4, LYPLA1 counter 1, EBNA-1 inh 1, LYPLA2 inh 2, PAFAH1B2 FP inh 1 and pPAFAH FP inh 1.
For CCCCn1c(N)c(N(C)C(=O)c2cc3c(F)cccc3s2)c(=O)[nH]c1=O the results were PREPL inhibitor 5, PAFAH1B3 FP inh 6, PAFAH2 inh -2, PAFAH1B2 FP inh 1 and pPAFAH FP inh 2.
For COCCNc1oc(-c2ccccc2Cl)nc1C#N the results were PREPL inhibitor 8, PAFAH1B3 FP inh 7, ZTA DNA inh -3, PAFAH2 inh 7, LYPLA1 counter 4, EBNA-1 inh -4, LYPLA2 inh 5, PAFAH1B2 FP inh 3 and pPAFAH FP inh 6.
`NC(=O)[C@H]1CC2(CC(c3cccc(NC(=O)CC(c4ccccc4)c4ccccc4)c3)=NO2)CN1C(=O)CC(c1ccccc1)c1ccccc1` (some centres undefined) gave PREPL inhibitor -17, PAFAH1B3 FP inh -23, ZTA DNA inh 5, PAFAH2 inh -50, LYPLA1 counter -32, EBNA-1 inh 7, LYPLA2 inh -77, PAFAH1B2 FP inh -18 and pPAFAH FP inh -13.
`CCOc1ccc(NC(=O)C/C(C)=N/NC(=O)Cc2ccc(Cl)cc2)cc1` gave PREPL inhibitor -21, PAFAH1B3 FP inh 6, ZTA DNA inh 11, PAFAH2 inh -4, LYPLA1 counter -4, EBNA-1 inh 1, LYPLA2 inh 4, PAFAH1B2 FP inh 7 and pPAFAH FP inh 3.
Screening CCN(CC)S(=O)(=O)c1ccc(-c2nnc(SCC(=O)Nc3nc(C)cs3)o2)cc1 returned PREPL inhibitor 6, PAFAH1B3 FP inh 6, ZTA DNA inh -13, PAFAH2 inh 1, LYPLA1 counter 3, EBNA-1 inh -3, LYPLA2 inh 7, PAFAH1B2 FP inh 1 and pPAFAH FP inh 10.
Screening CC1Cc2ccccc2N1C(=O)COC(=O)c1ccc(Cl)c(S(=O)(=O)N2CCOCC2)c1 (centres undefined) returned PREPL inhibitor -8, PAFAH1B3 FP inh 5, ZTA DNA inh 6, PAFAH2 inh 10, LYPLA1 counter -2, LYPLA2 inh 2, PAFAH1B2 FP inh 1 and pPAFAH FP inh 12.
For COc1ccc(NC(=O)c2ccco2)cc1NC(=O)c1ccc(Br)o1 the results were PREPL inhibitor 21, PAFAH1B3 FP inh 9, ZTA DNA inh -4, PAFAH2 inh -2, LYPLA1 counter 0, EBNA-1 inh 3, LYPLA2 inh 1, PAFAH1B2 FP inh 2 and pPAFAH FP inh 3.
COc1ccc(CCNC(=O)CN(C)S(=O)(=O)c2ccc(OC)cc2)cc1 was read as PREPL inhibitor 8, PAFAH1B3 FP inh 2, ZTA DNA inh 6, PAFAH2 inh 4, LYPLA1 counter 0, EBNA-1 inh 6, LYPLA2 inh 2, PAFAH1B2 FP inh 2 and pPAFAH FP inh 6.
For Cn1c(=O)c2c(O)c([N+](=O)[O-])c(=O)n(C)c2n(C)c1=O the results were PREPL inhibitor 11, ZTA DNA inh -12, LYPLA1 counter 4, EBNA-1 inh -6, LYPLA2 inh -9 and pPAFAH FP inh 1.
Screening CCc1c(C#N)c(SCCC(=O)Nc2ccc(C)cc2)nc2c1C(=O)CC(C)(C)C2 returned PREPL inhibitor 18, PAFAH1B3 FP inh 0, ZTA DNA inh -8, PAFAH2 inh -9, LYPLA1 counter -7, EBNA-1 inh -8, LYPLA2 inh -10, PAFAH1B2 FP inh -3 and pPAFAH FP inh 0.
`Cc1ccc(NCC(=O)c2ccc(C)cc2)cc1` gave PREPL inhibitor -5, PAFAH1B3 FP inh 8, ZTA DNA inh 5, PAFAH2 inh 1, LYPLA1 counter 6, EBNA-1 inh 9, LYPLA2 inh 14, PAFAH1B2 FP inh 1 and pPAFAH FP inh -1.
`CCOc1ccc(CCNC(=O)C2CC(=O)N(CCc3ccc(OC)c(OC)c3)C2)cc1OCC` (centres undefined) gave PREPL inhibitor -3, PAFAH1B3 FP inh -3, ZTA DNA inh 2, PAFAH2 inh -4, LYPLA1 counter -1, EBNA-1 inh 15, LYPLA2 inh 1, PAFAH1B2 FP inh 2 and pPAFAH FP inh -2.
`COc1ccc(C(CNC(=O)c2cccc(N(C)C)c2)N2CCCC2)cc1` (centres undefined) gave PREPL inhibitor 40, PAFAH1B3 FP inh 10, ZTA DNA inh 10, PAFAH2 inh -4, LYPLA1 counter -3, EBNA-1 inh -7, LYPLA2 inh 10, PAFAH1B2 FP inh -1 and pPAFAH FP inh 4.
